# VLA-4 inh: inhibition in a human VLA-4 binding assay. P13612. VLA-4 expressing cells, ligand binding flow cytometry. AID 2557. inhibition, % (about 7 µM as worked out from the volumes in the protocol). 330,000 tested, 0.2% active; in the data active = inhibition above about 50%
# MEX-5 binding: C. elegans MEX-5 TCR-2 RNA binding activity | activity score (negative = inhibition of binding), % at 10 µM | MEX-5/FITC-TCR2 RNA binding, fluorescence polarization; stronger effect = lower value | AID 1832 | 300,000 tested, 0.38% active;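 active = inhibition past about -25% in most replicates, and total fluorescence under double the plate's negative control median, limit read from the data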;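 also: 0% = DMSO and -100% = 5 µM competing unlabeled TCR2 RNA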
# AGP1 TOR yeast: modulators of TOR pathway AGP1-GFP in S. cerevisiae; AID 2066; S. cerevisiae AGP1-GFP multiplex flow cytometry, 3 h; GFP as percent of DMSO wells; 320,000 tested, 0.02% active; GFP response vs DMSO, % at 10 µM;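 active = GFP response relative to DMSO above a set limit, near screen average plus 3 SD, cut at about 150% in these data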;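 also: median GFP channel fluorescence of the gated AGP1 strain per well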
# GLD-1 RNA inh: GLD-1-TGE RNA interaction inhibition (C. elegans) | purified GLD-1 + fluorescein TGE RNA, fluorescence polarization | 320,000 tested, 0.44% active | inhibition, % at 5.96 µM | Q17339;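 active = percent inhibition above a per-plate cutoff, the plate mean of test compounds plus 3 SD, cut at about 30% in these data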;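 also: 0% = DMSO wells with GLD-1 and probe and 100% = wells lacking GLD-1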
# MCL1-BIM inh: MCL1-BIM-BH3 interaction inhibition (human). 320,000 tested, 0.68% active. AID 2057. GST-MCL1 / FITC-Bim-BH3 fluorescence polarization. inhibition, % at 10.9 µM;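 active = inhibition above the mean inhibition of all tested compounds plus 3 SD, set per campaign, cut at about 40% in these data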;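 also: 0% = DMSO wells and 100% = unlabeled Bim-BH3 peptide control; higher means more loss of mP so more displacement of Bim peptide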
# CIT2-GFP yeast: modulators of TOR pathway CIT2-GFP in S. cerevisiae | S. cerevisiae CIT2-GFP strain, flow cytometry, 3 h; 100 means same as DMSO wells | GFP response vs DMSO, % at 10 µM | 320,000 tested, 0.065% active | AID 2029;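 active = GFP response relative to DMSO above a set limit, near the screen mean plus 3 SD, cut at about 150% in these data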;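 also: ratio of well median GFP fluorescence to mean of DMSO wells on the plate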
# Fam108B counter: blocks mouse Fam108B hydrolase in RBBP9 counter-screen. 300,000 tested, 0.33% active. AID 1947. recombinant Fam108B, FP-Rh probe fluorescence polarization. inhibition, % at 9.51 µM;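 active = inhibition above the screen mean inhibition plus 3 SD, computed separately per campaign, cut at about 18% in these data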;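 also: inhibitors lower polarization as less probe binds the enzyme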
# BCLXL inh: inhibitors of human Bcl-xL; Q07817; GST-Bcl-xL / FITC-Bim BH3 peptide fluorescence polarization; inhibition, % at 10.9 µM; 320,000 tested, 0.7% active;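 active = inhibition above the mean of all tested compounds plus 3 SD, cutoff set per campaign, cut at about 30% in these data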;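 also: 0% = DMSO wells and 100% = unlabeled Bim-BH3 peptide competitor; inhibitors lower millipolarization by displacing the labeled peptide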
# Target sequence (Q07817 whole entry, looked up): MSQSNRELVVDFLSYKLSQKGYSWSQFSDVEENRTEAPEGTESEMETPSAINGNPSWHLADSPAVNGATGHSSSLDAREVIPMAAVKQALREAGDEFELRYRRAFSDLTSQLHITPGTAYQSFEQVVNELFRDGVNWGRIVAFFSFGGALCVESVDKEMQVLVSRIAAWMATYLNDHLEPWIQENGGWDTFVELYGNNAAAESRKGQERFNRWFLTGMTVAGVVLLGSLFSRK
# GRK2 aptamer HTS: blocks RNA aptamer binding to human GRK2. P25098. inhibition of aptamer binding, % at 10 µM. bead flow cytometry, FAM-aptamer displacement from GRK2. 330,000 tested, 0.59% active. AID 488847;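 active = inhibition of aptamer binding above 40%, roughly 3 SD of noise, on plates passing a quality check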;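 also: median bead fluorescence of bound FAM aptamer so fluorescent compounds give negative values; no value below 0 was filed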
# Target sequence (P25098 whole entry, looked up): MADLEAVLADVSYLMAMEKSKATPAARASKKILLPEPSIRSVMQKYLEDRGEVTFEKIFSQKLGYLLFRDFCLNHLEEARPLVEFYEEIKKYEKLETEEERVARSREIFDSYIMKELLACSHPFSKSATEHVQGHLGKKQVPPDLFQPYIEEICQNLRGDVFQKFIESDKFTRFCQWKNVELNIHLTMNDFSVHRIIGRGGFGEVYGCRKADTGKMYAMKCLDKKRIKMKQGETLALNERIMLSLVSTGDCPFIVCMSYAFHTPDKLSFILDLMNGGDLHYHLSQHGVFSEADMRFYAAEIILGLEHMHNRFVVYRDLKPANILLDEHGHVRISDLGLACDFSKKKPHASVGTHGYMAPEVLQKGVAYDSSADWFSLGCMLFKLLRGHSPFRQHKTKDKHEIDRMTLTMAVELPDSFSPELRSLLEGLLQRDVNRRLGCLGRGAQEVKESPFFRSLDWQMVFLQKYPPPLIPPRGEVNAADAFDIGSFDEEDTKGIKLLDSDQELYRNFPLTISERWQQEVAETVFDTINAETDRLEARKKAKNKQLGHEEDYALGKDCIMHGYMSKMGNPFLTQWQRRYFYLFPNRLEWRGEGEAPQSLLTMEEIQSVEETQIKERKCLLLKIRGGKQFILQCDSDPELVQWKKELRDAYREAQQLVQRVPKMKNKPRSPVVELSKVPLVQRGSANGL
# * = called active by the depositor; nt = no result given.
SMILES,VLA-4 inh,MEX-5 binding,AGP1 TOR yeast,GLD-1 RNA inh,MCL1-BIM inh,CIT2-GFP yeast,Fam108B counter,BCLXL inh,GRK2 aptamer HTS
CCn1c(SCC(=O)N2CCCc3ccccc32)nc2cccnc21,6,-1.5,101,-5,3,98,-1,8,2
CC(=O)Nc1ccc(NC(=O)Nc2cc(C)cc(C)c2)cc1,0,0.7,111,4,2,109,-1,1,0
CCOC(=O)N1CCC(NC(=O)c2ccc3c(c2)N(Cc2ccc(F)cc2)CCS3)CC1,-17,1.9,107,6,4,105,0,8,2
CC(=O)c1ccc(OC(=O)N(c2ccccc2)c2ccccc2)cc1,15,-0.4,109,-1,-4,103,-4,6,6
O=C(C1CCCO1)N1CCN(C(=S)Nc2ccc(Cl)cc2Cl)CC1 (stereo unspecified),-24,0.0,101,6,1,107,0,1,0
Cc1csc(N2CCCC2c2nc3cc(Cl)c(N4CCCCC4)cc3n2CCOCCO)n1 (stereo unspecified),34,2.5,88,-1,7,92,3,5,0
CCN1C(=O)c2cccc3c(NC(=O)c4ccc5c(c4)OCCO5)ccc1c23,6,-3.9,102,-3,-62,98,0,-37,3
CC(C(=O)NC1C=CS(=O)(=O)C1)N1C(=O)/C(=C/c2ccc(Cl)cc2)SC1=S (stereo unspecified),17,2.2,92,0,3,91,-4,0,3
COc1cc(/C=N/NC(=O)c2ccc(CSc3nncn3C)cc2)ccc1OCC(=O)N1CC(C)OC(C)C1 (stereo unspecified),8,1.3,95,3,0,106,1,-5,0
Cc1ccc(NC(=O)C2CCCN(S(=O)(=O)c3c(C)noc3C)C2)cc1F (stereo unspecified),14,0.7,93,-10,-2,89,-2,1,0
O=C(CCCSc1nc2ccccc2s1)NCc1ccc2c(c1)OCO2,21,2.5,95,4,-1,86,2,-1,3
Cc1ccc(C(=O)NCCc2nnc3ccc(SCC(=O)Nc4ccc(C)cc4C)nn23)cc1,26,1.2,84,3,7,86,1,7,3
CC(C)(C)c1ccc(C(=O)NC(=O)COC(=O)CCS(=O)(=O)c2ccccc2)cc1,21,nt,98,-2,10,96,nt,5,1
Cc1ccc(C)n1-c1nnc(N2CCC(C(=O)NCCCN3CC(C)CC(C)C3)CC2)s1 (stereo unspecified),5,18,97,-1,3,97,1,1,0
O=C(N/N=C/c1cccc(O)c1)c1ccc2c(c1)OCCO2,-321,0.0,103,-3,0,101,5,9,4
Cc1ccc(N2CC(C(=O)NCCS(=O)(=O)N3CCN(c4ccccc4)CC3)CC2=O)cc1 (stereo unspecified),20,1.3,95,3,8,102,1,-3,0
CC(C)(C)c1cc(OC(=O)c2ccncc2)ccc1O,5,nt,102,6,4,103,3,2,3
O=C(Nc1ccccc1C(F)(F)F)c1ccccn1,-6,4.7,94,4,-2,97,-2,-2,0
CCSc1nc(N2CCCCC2)c2c(c1C#N)CCCC2,-7,-0.3,102,3,1,105,1,-1,0
COc1ccc(CC(=O)Nc2ccc(C(=O)O)cc2NC(=O)Cc2ccc(OC)cc2)cc1,3,4.0,99,7,8,86,-4,6,2
CC(C)N(C(=O)CSc1nnc(NC2CC2)s1)c1ccccc1,5,nt,98,2,-3,98,nt,-1,3
COc1ccccc1CNC(=O)CSc1nc(=O)n(Cc2ccncc2)c2c1CCC2,3,-0.6,110,10,2,97,1,2,1
CSc1ncccc1C(=O)OCC(=O)N1CCOCC1,11,-0.8,101,-1,3,102,4,3,0
COc1ccccc1CNC(=O)CC(C)C,-2,0.5,100,4,12,103,-1,12,3

# In a second layout: five of the compounds above.
SMILES | VLA-4 inh | MEX-5 binding | AGP1 TOR yeast | GLD-1 RNA inh | MCL1-BIM inh | CIT2-GFP yeast | Fam108B counter | BCLXL inh | GRK2 aptamer HTS
COc1ccc(CC(=O)Nc2ccc(C(=O)O)cc2NC(=O)Cc2ccc(OC)cc2)cc1 | 3 | 4.0 | 99 | 7 | 8 | 86 | -4 | 6 | 2
CC(C)N(C(=O)CSc1nnc(NC2CC2)s1)c1ccccc1 | 5 | nt | 98 | 2 | -3 | 98 | nt | -1 | 3
COc1ccccc1CNC(=O)CSc1nc(=O)n(Cc2ccncc2)c2c1CCC2 | 3 | -0.6 | 110 | 10 | 2 | 97 | 1 | 2 | 1
CSc1ncccc1C(=O)OCC(=O)N1CCOCC1 | 11 | -0.8 | 101 | -1 | 3 | 102 | 4 | 3 | 0
COc1ccccc1CNC(=O)CC(C)C | -2 | 0.5 | 100 | 4 | 12 | 103 | -1 | 12 | 3

# Other records
SMILES,VLA-4 inh,MEX-5 binding,AGP1 TOR yeast,GLD-1 RNA inh,MCL1-BIM inh,CIT2-GFP yeast,Fam108B counter,BCLXL inh,GRK2 aptamer HTS
CC1(C)CC(=O)c2cnc(N3CCc4ccccc43)nc2C1,-1,1.3,110,-4,1,110,-1,5,0
COC(=O)c1cccc(C(=O)Oc2cccc(Br)c2)n1,-11,2.1,101,7,-1,94,-1,1,0
CCCOc1ccc(N2CC(C(=O)Nc3ncccc3C)CC2=O)cc1 (stereo unspecified),-3,-2.5,106,13,-5,107,5,2,1
CC1(C)CC(=O)C2=C(C1)Nc1ccccc1NC2c1ccc(F)c(F)c1 (stereo unspecified),11,-3.2,82,1,10,93,-3,4,3
O=C(O)C(Oc1ccc2ccccc2c1)c1ccccc1 (stereo unspecified),1,4.1,101,7,1,98,0,5,2
COc1ccccc1Cn1cnc2cccnc21,4,-0.1,98,4,0,99,6,-1,3
COc1ccc(CCNC(=O)Cn2c(=O)n(CC3CCCO3)c(=O)c3cc(OC)c(OC)cc32)cc1OC (stereo unspecified),0,0.0,104,2,-4,105,3,2,0
Cc1ccc(S(=O)(=O)N2CCN(S(C)(=O)=O)CC2)cc1,3,0.2,105,1,-2,102,-1,6,6
CCOC(=O)CNS(=O)(=O)c1ccc(C(=O)O)cc1,7,3.0,105,-3,11,nt,-2,6,6
COc1cc(NC(=O)N[C@H](C(=O)O)C(C)C)cc(OC)c1,nt,-1.7,102,2,2,100,0,0,0
CCOC(=O)C(=O)Nc1ccccc1C(N)=O,8,-0.1,102,2,-2,109,3,2,0
COc1ccc(C(=O)O/N=C(\N)c2ccccn2)cc1[N+](=O)[O-],20,0.0,93,-5,-4,100,1,1,0
C=CCn1c(SCC2CCCCO2)nc2sc(CC)cc2c1=O (stereo unspecified),4,-0.1,109,-8,-2,101,4,-2,0
CCOC(=O)N1CCC(N2Cc3cccc(C(=O)NCc4ccc(OC)cc4)c3C2=O)CC1,-9,1.2,105,-1,9,100,-1,1,11
S=C(NNc1nc(Nc2ccccc2)nc(N2CCCCC2)n1)NC1CCCCC1,-10,-0.7,100,1,13,104,-9,4,0
Cc1cccnc1NC(=O)c1cccc(S(=O)(=O)N2CCCc3ccccc32)c1,1,0.1,101,3,11,103,2,-1,1
COc1ccccc1NC(=O)C1=C(C)N(c2ccccc2)C(=S)NC1c1cccc(C(F)(F)F)c1 (stereo unspecified),-5,-2.6,94,8,9,90,-15,5,4
CCCC/S(CC1CC1(Cl)Cl)=N\S(=O)(=O)c1ccc(C)cc1 (stereo unspecified),-6,-0.5,96,3,6,100,-4,2,0
COc1ccc(C2N(C(C)=O)CCN2S(=O)(=O)c2ccc(C)cc2)cc1 (stereo unspecified),-1,-0.3,99,-6,4,93,3,0,0
CCc1ccc(-c2cc(C(=O)N/N=C/c3ccco3)[nH]n2)cc1,36,-2.1,101,1,4,92,-7,2,3
O=C(c1ccccc1)N1CCN(S(=O)(=O)c2cccc(NS(=O)(=O)c3ccccc3)c2)CC1,-3,1.8,104,6,-2,105,1,5,3
Cc1ccc(S(=O)(=O)N2CCC(NC(=O)c3cccnc3)CC2)cc1Cl,6,-0.5,104,1,-7,102,2,-4,1
O=C1/C(=C/c2cccs2)CCC1C1CCCC1 (stereo unspecified),8,-0.6,100,0,0,99,0,1,0
CC(C)c1ccc(NC(=O)COC(=O)COc2ccccc2)cc1,1,-1.3,99,3,4,99,1,6,0

# Two entries from above, reformatted:
structure	VLA-4 inh	MEX-5 binding	AGP1 TOR yeast	GLD-1 RNA inh	MCL1-BIM inh	CIT2-GFP yeast	Fam108B counter	BCLXL inh	GRK2 aptamer HTS
C=CCn1c(SCC2CCCCO2)nc2sc(CC)cc2c1=O (stereo unspecified)	4	-0.1	109	-8	-2	101	4	-2	0
CCOC(=O)N1CCC(N2Cc3cccc(C(=O)NCc4ccc(OC)cc4)c3C2=O)CC1	-9	1.2	105	-1	9	100	-1	1	11

# Next structures follow:
SMILES,VLA-4 inh,MEX-5 binding,AGP1 TOR yeast,GLD-1 RNA inh,MCL1-BIM inh,CIT2-GFP yeast,Fam108B counter,BCLXL inh,GRK2 aptamer HTS
Cc1csc(=O)n1CC(=O)OCc1cccc2ccccc12,5,0.6,95,-1,5,89,5,5,2
CC(C)c1cc(CNC(=O)CC2C(=O)NCCN2CC2CCCCC2)on1 (stereo unspecified),-2,-2.4,97,5,-3,93,-7,9,0
Cc1ccc(CC(=O)OCCNC(=O)c2cccnc2)cc1,10,-2.5,109,5,-4,95,3,6,1
CC1(C)CC2CC(C)(CN2S(=O)(=O)c2cccc(C(N)=O)c2)C1 (stereo unspecified),2,nt,98,6,3,102,nt,3,3
CCC(C)(C)C1CCc2c(sc(NC(=O)c3ccoc3C)c2C(N)=O)C1 (stereo unspecified),7,-1.5,100,1,5,99,4,-1,1
COc1ccc(/C=N/NC(=O)C(=O)N2CCCCCC2)cc1,16,2.0,107,7,0,99,0,4,1
COc1ccc(/C=N/NC(=O)c2ccc3nc[nH]c3c2)c(OC)c1,8,2.0,104,-3,-5,99,0,3,4
O=C(NCC1COc2ccccc2O1)c1ccc(Cl)c(S(=O)(=O)N2CCCC2)c1 (stereo unspecified),0,nt,97,3,-7,97,nt,1,0
O=C(COc1ncnc2ccccc12)NC1CCS(=O)(=O)C1 (stereo unspecified),11,-1.9,103,-2,-3,106,1,1,2
O=C1CCCc2nc(N3CCN(C(c4ccccc4)c4ccccc4)CC3)ncc21,-10,4.2,100,7,10,96,8,-1,4
O=c1cc(N2CCCCC2)c(-c2ccccc2)nn1Cc1ccc(Cl)cc1Cl,-6,-1.1,91,6,2,88,-7,3,1
CN(CC(=O)Nc1ccc(S(=O)(=O)N2CCCC2)cc1)CC(=O)Nc1ccc(F)c(F)c1F,29,2.4,114,8,8,117,-3,0,0
COc1cccc(N=CC=C2OC(C)(C)C(C)(C)O2)c1,8,-0.6,96,0,4,92,-1,6,0
